MrgX1 allo act: allosterically activates human MrgX1 receptor signaling; AID 588675; Q96LB2; B-score at 10 µM; MrgX1-HEK293, Fluo-4 calcium flux, FDSS; hits give high values; 310,000 compounds, 0.63% hits;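 active = plate-corrected calcium response at least 3 library SD above typical, normal starting fluorescence, not activating the receptor alone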;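 also: compound read alongside a low EC10 to EC30 dose of BAM8-22 agonist; peak minus trough fluorescence over baseline measured at the second addition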
HIF act: HIF pathway transcriptional activation. U2OS HRE-luciferase reporter, luminescence; normalized: DMSO 0%, desferrioxamine 100%. AID 1910. activation, % at 7.5 µM (by protocol). 300,000 compounds, 0.32% hits;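 active = mean activation of at least 10% of the iron chelator positive control signal, with at least half of replicates also reaching 10%; inconclusive = mean and replicate majority disagree about reaching 10%; inactive = mean and most replicates under 10%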
TRPC6 inh: inhibitors of mouse TRPC6 channel. AID 2553. 310,000 compounds, 1.1% hits. HEK293-TRPC6, membrane potential dye, ACh-evoked depolarization; hits give low values. B-score at 10 µM;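 active = B-score under library mean minus 3 SD, initial fluorescence not abnormally high, positive integrated signal ratio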;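 also: B-score derived from integrated fluorescence ratio over the kinetic read; more negative B-score means stronger inhibition of depolarization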
Target sequence (Q61143 whole entry, looked up): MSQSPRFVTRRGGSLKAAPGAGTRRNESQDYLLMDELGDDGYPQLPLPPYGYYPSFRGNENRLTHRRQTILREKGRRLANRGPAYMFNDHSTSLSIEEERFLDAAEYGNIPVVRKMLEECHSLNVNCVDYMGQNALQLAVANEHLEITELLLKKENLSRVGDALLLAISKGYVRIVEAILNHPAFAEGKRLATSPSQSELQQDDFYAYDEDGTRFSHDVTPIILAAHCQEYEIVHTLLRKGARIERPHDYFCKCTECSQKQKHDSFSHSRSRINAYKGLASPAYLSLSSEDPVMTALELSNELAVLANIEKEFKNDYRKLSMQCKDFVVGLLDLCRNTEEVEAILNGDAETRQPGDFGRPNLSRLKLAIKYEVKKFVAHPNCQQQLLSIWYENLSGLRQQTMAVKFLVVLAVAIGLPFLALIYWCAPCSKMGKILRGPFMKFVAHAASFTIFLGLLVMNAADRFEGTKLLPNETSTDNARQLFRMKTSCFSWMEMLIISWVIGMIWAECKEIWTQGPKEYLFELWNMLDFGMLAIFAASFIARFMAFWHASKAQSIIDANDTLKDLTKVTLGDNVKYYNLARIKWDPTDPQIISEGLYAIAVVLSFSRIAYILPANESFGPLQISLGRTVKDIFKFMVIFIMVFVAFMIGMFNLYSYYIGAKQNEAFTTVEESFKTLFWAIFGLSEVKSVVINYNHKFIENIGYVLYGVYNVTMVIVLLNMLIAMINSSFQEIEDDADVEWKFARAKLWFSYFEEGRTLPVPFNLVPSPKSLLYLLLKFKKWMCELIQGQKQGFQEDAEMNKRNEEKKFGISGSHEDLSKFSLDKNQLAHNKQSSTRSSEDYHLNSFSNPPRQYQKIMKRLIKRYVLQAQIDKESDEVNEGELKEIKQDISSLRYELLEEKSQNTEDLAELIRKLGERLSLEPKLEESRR
Platelet DG rel: platelet dense granule release activity. 300,000 compounds, 0.22% hits. human platelet-rich plasma, SFLLRN dense granule ATP release, luminescence. inhibition, %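 (compounds screened at 7.5 µM in platelet-rich plasma)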. AID 1663;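 active = mean replicate score, as percent of positive control, at or above 50; inconclusive = mean below 50 but at least one replicate at or above 50; inactive = mean and every replicate below 50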
SKKanGAS inh: SKKanGAS growth inhibition; inhibition, % at 7.5 µM; 300,000 compounds, 1.3% hits; S. pyogenes SKKanGAS, kanamycin growth, BacTiter-Glo, 6 h; AID 1662;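 active = mean replicate score, as percent of positive control median, at least 50; inconclusive = mean below 50 but one replicate at or above 50; inactive = mean and every replicate below 50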;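 also: strain carries kanamycin resistance gene driven by streptokinase promoter and grows in 40 µg/ml kanamycin; loss of luminescence reflects streptokinase promoter inhibition or plain growth inhibition; 0% = median of DMSO wells and 100% = positive control at its reference dose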
TRPC4 inh: blocks the mouse TRPC4 cation channel | HEK293 TRPC4beta/mu-opioid, DAMGO-evoked Fluo4 calcium flux; hits give low values | B-score at 10 µM | 300,000 compounds, 0.39% hits;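 active = B-score over 3 SD under the library average, no early fluorescence shift, positive overall ratio signal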
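Assay system – HEK293 line stably carrying TRPC4beta and mu-opioid receptor · Doses – single dose · Detection – Fluo4 calcium-dye fluorescence, kinetic read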
RGS4 act: RGS4 potentiation or activation; HEK293 M3R/inducible RGS4, carbachol calcium flux Fluo4; hits give low values; B-score at 10 µM; 310,000 compounds, 0.92% hits; AID 463111;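 active = B-score of the integrated calcium signal more than 4 SD below the library mean, with starting fluorescence not abnormally high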;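 also: negative B-score means reduced calcium response which marks RGS4 activation or potentiation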
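System: HEK293 FlpIn-TREx cells, stable M3R, doxycycline-inducible RGS4. Timing: overnight RGS4 induction, 30 min dye load 37 °C, 20 min compound RT. Also added: carbachol, ECmax concentration. Measured by: Fluo4 fluorescence kinetic imaging of calcium. Evaluation: integrated calcium ratio converted to B score.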
MrgX1 antag: antagonists of human MrgX1 receptor; Q96LB2; MRGX1-HEK293 calcium flux, Fluo-4, BAM8-22 antagonism; hits give low values; B-score at 10 µM; 310,000 compounds, 1.3% hits; AID 588676;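 active = calcium-response B-score plate-corrected more than 3 library SD below zero, starting fluorescence within 5 deviations, no agonist response on first addition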;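 also: peak minus trough fluorescence over baseline after final BAM8-22 challenge near maximal dose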
TRPC6 activator: activators of mouse TRPC6 channel; Q61143; HEK293-TRPC6 membrane potential dye fluorescence; hits give high values; B-score at 10 µM; 310,000 compounds, 0.13% hits;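 active = B-score of the integrated fluorescence ratio above library mean plus 3 SD, and starting fluorescence ratio within library mean plus 5 SD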;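 also: higher score means more depolarization so channel activation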
MrgX1 ag: agonists of human MrgX1 receptor | 310,000 compounds, 0.44% hits | B-score at 10 µM | MrgX1-HEK293 cells, Fluo-4 calcium fluorescence, agonist mode; hits give high values | AID 588627;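 active = calcium response B-score plate-corrected fluorescence ratio at least 3 library SD, with starting fluorescence B-score inside 5 SD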
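Test system: HEK293 cells stably expressing human MrgX1 receptor; amount: 15,000 cells per well; doses: compound delivered in addition one of three; times: overnight plating before 1 h dye loading; detection: Fluo-4 NW calcium-flux fluorescence, kinetic read; read-out basis: B-scored fluorescence response ratio; controls: positive and negative controls per plate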
RGS4 block: inhibitors of human RGS4; 310,000 compounds, 0.45% hits; HEK293 M3R/RGS4 inducible, Fluo-4 calcium flux; hits give high values; triggered by carbachol at its EC20; P49798; B-score at 10 µM;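 active = B-score, a plate-corrected calcium signal, over three deviations above library mean, with baseline fluorescence within five deviations of library mean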;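 also: RGS4 expression induced by doxycycline in cells with stable M3 receptor; B-score is computed from the integrated fluorescence ratio over baseline after carbachol; higher B-score means a larger calcium signal and so more RGS4 inhibition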
Target sequence (P49798 whole entry, looked up): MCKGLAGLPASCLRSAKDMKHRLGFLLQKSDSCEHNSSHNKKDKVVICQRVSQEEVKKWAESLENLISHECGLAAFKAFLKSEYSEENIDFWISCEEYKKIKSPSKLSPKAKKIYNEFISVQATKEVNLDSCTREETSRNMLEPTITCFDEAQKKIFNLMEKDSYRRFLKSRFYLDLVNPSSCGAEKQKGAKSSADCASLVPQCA
Numbers without * were called inactive; i = inactive; ? = inconclusive; . = no result given.

Value order – MrgX1 allo act, HIF act, TRPC6 inh, Platelet DG rel, SKKanGAS inh, TRPC4 inh, RGS4 act, MrgX1 antag, TRPC6 activator, MrgX1 ag, RGS4 block
- O=C(C1CCCO1)N1CCN(C(=S)Nc2ccc(F)c(Cl)c2)CC1 (centres undefined)
 : i, -0.3, i, -5, -7, i, i, i, i, i, i
- Cc1cc2cc(C)c3nnc(SCC(=O)NCc4ccc5c(c4)OCO5)n3c2cc1C
 : i, -0.6, i, 0, 3, i, i, i, i, i, i
- Cc1cc(C)nc(SC2CC(=O)N(c3ccc(Cl)cc3)C2=O)n1 (centres undefined)
 : i, -0.6, i, -3, 4, i, i, i, i, i, i
- O=C(CN1CCCCCC1)Nc1cccc(Br)c1
 : i, 0.1, i, 9, 5, i, i, i, i, i, i
- CCNC(=O)CNC(=O)c1nn(Cc2ccccc2)c(=O)c2ccccc12
 : i, 0.5, i, 9, -6, i, i, i, i, i, i
- Cc1cccc(C)c1NC(=O)CNC(=O)Cn1nc(C)c(C)c(C#N)c1=O
 : i, 0.5, i, 4, 1, i, i, i, i, i, i
- CCOc1ccc(NC(=O)c2cc(S(=O)(=O)N3CCCCC3)c[nH]2)cc1
 : i, -0.3, i, -11, -5, i, i, i, i, i, i
- CC(C)CN(C(=O)COC(=O)Cc1ccc(Cl)cc1)c1c(N)n(Cc2ccccc2)c(=O)[nH]c1=O
 : i, -0.8, i, -1, -2, i, i, i, i, i, i
- CCOc1ccc(NC(=O)N2CCc3ccccc3C2)cc1
 : i, 1.6, i, -4, -5, i, i, i, i, i, i
- CCn1cc(CN2CCN(C)C(CCO)C2)c2ccccc21 (centres undefined)
 : i, 0.5, i, 4, 0, i, i, i, i, i, i
- COc1cccc(CN2CCC(n3nccc3NC(=O)CCOc3ccccc3)CC2)c1O
 : i, 0.1, -10*, 1, 4, i, i, i, i, i, i
- COc1ccc2[nH]c(C(=O)O)c(NC(=O)c3ccccc3[N+](=O)[O-])c2c1
 : i, -0.1, i, -3, -4, i, i, i, i, i, i
- COc1ccc2c(C)c(C(=O)NCC(C)O)oc2c1OC (centres undefined)
 : i, -0.2, i, -7, -11, i, i, i, i, i, i
- COc1cccc(C(=O)NC2CCN(CC(=O)NCc3ccccc3OC)CC2)c1
 : i, -0.1, i, -5, 3, i, i, i, i, i, i
- COc1ccc(-c2oc(/N=C/N3CCCC3)c(C#N)c2-c2ccc(OC)cc2)cc1
 : i, 0.2, i, 9, 10, i, i, i, i, i, i
- COc1cc(CNCCCN2CCOCC2)c(Br)cc1OCC(=O)Nc1ccccc1C
 : i, 0.5, i, 24, -13, i, i, i, i, i, i
- CCC1=NN(C(=O)c2ccccc2Br)C(O)(c2ccc(Br)cc2)C1 (centres undefined)
 : i, -1.0, i, -6, 5, i, i, i, i, i, i
- Cc1ccc(CN2CCN(/N=C/c3ccccc3)CC2)cc1
 : i, 0.4, i, 2, 8, i, i, i, i, i, i
- O=C(/C=C/c1ccc(F)cc1)NCCNC(=O)/C=C/c1ccc(F)cc1
 : i, 0.0, i, -5, -12, i, i, i, i, i, i
- CC(OC(=O)c1ccccc1Oc1ccccc1)C(=O)NC1CC1 (centres undefined)
 : i, -0.6, i, 3, 2, i, i, i, i, i, i
- Cc1ccc(C)c(NC(=O)c2ccc[n+](Cc3ccc([N+](=O)[O-])cc3)c2)c1
 : i, -0.5, i, -1, -4, i, i, i, i, i, i
- CC(C)(C)c1cc(NC(=O)c2ccco2)no1
 : i, 0.8, i, 37, 1, i, i, i, i, i, i
- COc1ccc(CN=Nc2cc(C)nc(NS(=O)(=O)c3ccccc3Cl)n2)cc1
 : i, -1.2, i, 3, 2, i, i, i, i, i, i
- Cc1ccc2nsnc2c1NC(=O)CCl
 : i, -2.5, i, -3, -2, i, i, i, i, i, i
- Cc1cccc(NC(=S)N/N=C/c2ccc(Cl)c([N+](=O)[O-])c2)c1
 : i, 0.4, i, 1, 2, i, i, i, i, i, i
- CC1=CC2=NC(=O)CC(C)(C(=O)N(CC(=O)NC3CCCC3)Cc3ccccc3)N2C=C1 (centres undefined)
 : i, 0.4, i, ., -4, i, i, i, i, i, i
- COC(=O)[C@]1(CC(C)C)N[C@H](c2ccc(-c3ccc(Cl)c(Cl)c3)cc2)[C@@H]2C(=O)N(C)C(=O)[C@@H]21
 : i, 0.1, i, 0, 21, i, i, i, i, i, i
- CCCC(C(=O)NCC1CCCO1)N(Cc1ccco1)C(=O)CNS(=O)(=O)c1ccc(F)cc1 (centres undefined)
 : i, -0.5, i, 5, 23, i, i, i, i, i, i
- N#CC1(NC(=O)COc2ccc(S(=O)(=O)N3CCCC3)cc2[N+](=O)[O-])CCCCC1
 : i, 0.1, i, -5, -3, i, i, i, i, i, i
- Cc1ccc([N+](=O)[O-])cc1S(=O)(=O)N(C(=O)c1ccncc1)c1ccc2oc3c(c2c1)CCCC3
 : i, 0.2, i, -3, 9, i, i, i, i, i, i
- Cc1ccc(C(C)(C)NC(=O)C2CCC(=O)N(Cc3ccccc3F)C2)cc1 (centres undefined)
 : i, 0.2, i, -5, 6, i, i, i, i, i, i
- COc1ccc(C2CC(c3ccccc3)=NN2C(=O)COC(=O)c2nc3nccc(C)n3n2)cc1 (centres undefined)
 : i, 2.4, i, -6, 31, i, i, i, i, i, i
- C=C(C)CNC(=S)Nc1cccc(S(=O)(=O)NC2=NCCC2)c1
 : 11*, -0.1, i, 4, -2, i, i, i, i, i, i
- Cc1ccc(CNCc2ccccc2Cl)cc1
 : i, 0.2, i, -12, -11, i, i, i, i, i, i
- O=C(Cc1ccc(S(=O)(=O)N2CCOCC2)s1)N1CCN(c2ccc(C(F)(F)F)cc2[N+](=O)[O-])CC1
 : i, 0.1, i, -1, 3, i, i, i, i, i, i
- CN(C)CCNC(=O)NC(=O)c1ccc(Cl)cc1
 : i, 0.4, i, -4, 1, i, i, i, i, i, i
- COc1cc(CN2CCCCCC2)cc(OC)c1O
 : i, -1.0, i, 5, -4, i, i, i, i, i, i
- COc1cccc(NS(=O)(=O)c2cc(C)sc2C)c1
 : i, 0.2, i, 1, 6, i, i, i, i, i, i
- Cc1cc(C)c(OCC(=O)OCC(=O)NC2CCC(C)CC2)c(C)c1 (centres undefined)
 : i, 0.9, i, -3, 17, i, i, i, i, i, i
- Cc1ccccc1C(=O)NC(NC(=S)Nc1ccc(S(N)(=O)=O)cc1)C(Cl)(Cl)Cl (centres undefined)
 : i, 0.0, i, -3, 0, i, i, i, i, i, i
- COc1ccc(OC)c(NC(=O)COc2ccc(S(=O)(=O)N3CCCC3)cc2)c1
 : i, 0.6, i, -1, 1, i, i, i, i, i, i
- Cc1ccccc1C(=O)N1CCN(c2ccc([N+](=O)[O-])c(NCc3ccco3)c2)CC1
 : i, 0.7, i, 3, 15, i, i, i, i, i, i
- O=C(/C=C/c1ccc(Cl)cc1)N1CCN(c2ccc([N+](=O)[O-])c(N3CCOCC3)c2)CC1
 : i, -0.2, i, 12, 18, i, i, i, i, i, i
- COc1ccc(CNC(=O)CSc2nc3nc(C)cc(C)n3n2)cc1
 : i, -1.9, i, -5, 11, i, i, i, i, i, i
- CC(C)C(C)(C#N)NC(=O)CSc1nncn1-c1ccccc1 (centres undefined)
 : i, -0.1, i, -2, 8, i, i, i, i, i, i
- COc1ccc(CNS(=O)(=O)NCc2ccc(C)cc2)cc1
 : i, 0.0, i, 2, 2, i, i, i, i, i, i
- COc1cccc(CC2(CO)CCCN(Cc3[nH]c4ccc(C)cc4c3C)C2)c1 (centres undefined)
 : i, 0.0, i, ?, -1, i, i, i, i, i, i
- COC(=O)c1c(NC(=O)c2ccccc2OC)sc(C(=O)N2CCOCC2)c1C
 : i, 0.2, i, 2, 27, i, i, i, i, i, i
- CCOc1ccc(C(=O)NCc2ccco2)cc1Cl
 : i, -0.3, i, 9, 4, i, i, i, i, i, i
- COc1cccc(C(=O)O/N=C(\N)Cc2ccc(Cl)cc2)c1
 : i, 0.5, i, 13, 5, i, i, i, i, i, 8.8*
- Nc1nncn1C(=O)c1ccccc1Cl
 : i, -0.3, i, -2, -9, i, i, i, i, i, i
- CCn1ncc(C2=NOC(C(=O)NCC(C)C)C2)c1C (centres undefined)
 : i, 0.2, i, -2, 4, i, i, i, i, i, i
- O=C(Nc1ccc([N+](=O)[O-])cn1)C1CCCCC1
 : i, 0.5, i, -1, 3, i, i, i, i, i, i
- COc1cccc(NC(=O)C(c2ccccc2)N2CCN(c3ccccn3)CC2)c1 (centres undefined)
 : i, -0.4, i, 11, -1, i, i, i, i, i, i
- O=C(c1ccc(Cn2cnnn2)cc1)N1CCCC(Nc2ccc(F)cc2)C1 (centres undefined)
 : i, 0.0, i, -20, -10, i, i, i, i, i, i
- O=C(COC(=O)c1cnccn1)Nc1ccc2c(c1)OCO2
 : i, 0.4, i, -1, -4, i, i, i, i, i, i
- Cc1ccc(S(=O)(=O)c2ccccc2)cc1S
 : i, -0.2, i, -1, 2, i, i, i, i, i, i
- COc1ccc(-c2cc(C(=O)NCC3CCCO3)c3ccccc3n2)cc1 (centres undefined)
 : i, 0.2, i, -8, -4, i, i, i, i, i, i
- Cn1nnc(NC(=S)NC(=O)c2ccc(-c3ccc(Br)cc3)o2)n1
 : i, -0.3, i, -3, 5, i, i, i, i, i, i
- Nc1nc(Cn2nnc(-c3ccccc3Cl)n2)nc(N2CCOCC2)n1
 : i, 0.2, i, -3, 7, i, i, i, i, i, i

Remaining list, next part
Value order – MrgX1 allo act, HIF act, TRPC6 inh, Platelet DG rel, SKKanGAS inh, TRPC4 inh, RGS4 act, MrgX1 antag, TRPC6 activator, MrgX1 ag, RGS4 block
- Nc1cn(C2OC(CO)C(O)C2O)c(=O)[nH]c1=O (centres undefined)
 : i, -0.3, i, 0, -3, i, i, i, i, i, i
- COc1ccccc1CNC(=O)COC(=O)C1CCN(S(=O)(=O)c2ccccc2)CC1
 : i, 0.0, i, 3, 2, i, i, i, i, i, i
- COc1cc(C(C2=C(O)CC(C)(C)CC2=O)C2C(=O)CC(C)(C)CC2=O)cc(OC)c1OC (centres undefined)
 : i, -0.1, i, 7, -14, i, i, i, i, i, i
- CC(NC(=S)Nc1ccc(Cl)cc1)C(c1ccccc1)N1CCOCC1 (centres undefined)
 : i, -0.3, i, 1, -2, i, i, i, i, i, i

Source: PubChem BioAssay

Rows are unselected. Share with any hit: about 6.1%.
